# Assay outcomes as filed in PubChem.
# FAS TE block = FAS thioesterase (human) inhibition | P49327 | recombinant FAS-TE, OMFH fluorogenic substrate, fluorescence endpoint | inhibition, % at 15 µM | hit rate 0.67% among 360,000;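 active = compounds whose normalised, plate-corrected inhibition of enzyme fluorescence in the single-dose primary screen is 50% or more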;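 also: 0% = DMSO with enzyme and 100% = substrate without enzyme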
# MLLE-PAM2 inh = inhibitors of microRNA-mediated deadenylation, human PABP1 MLLE binding. GST-MLLE / FITC-PAM2 fluorescence polarization. AID 588489. P11940. inhibition, % at 20 µM. hit rate 0.36% among 360,000; in the data active = inhibition above about 35%, passing the limit was not always enough;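 also: plate controls were DMSO wells with GST-MLLE for no effect and wells lacking GST-MLLE protein for full effect; some results filed as inactive read as strong as hits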
# Target sequence (P11940 whole entry, looked up): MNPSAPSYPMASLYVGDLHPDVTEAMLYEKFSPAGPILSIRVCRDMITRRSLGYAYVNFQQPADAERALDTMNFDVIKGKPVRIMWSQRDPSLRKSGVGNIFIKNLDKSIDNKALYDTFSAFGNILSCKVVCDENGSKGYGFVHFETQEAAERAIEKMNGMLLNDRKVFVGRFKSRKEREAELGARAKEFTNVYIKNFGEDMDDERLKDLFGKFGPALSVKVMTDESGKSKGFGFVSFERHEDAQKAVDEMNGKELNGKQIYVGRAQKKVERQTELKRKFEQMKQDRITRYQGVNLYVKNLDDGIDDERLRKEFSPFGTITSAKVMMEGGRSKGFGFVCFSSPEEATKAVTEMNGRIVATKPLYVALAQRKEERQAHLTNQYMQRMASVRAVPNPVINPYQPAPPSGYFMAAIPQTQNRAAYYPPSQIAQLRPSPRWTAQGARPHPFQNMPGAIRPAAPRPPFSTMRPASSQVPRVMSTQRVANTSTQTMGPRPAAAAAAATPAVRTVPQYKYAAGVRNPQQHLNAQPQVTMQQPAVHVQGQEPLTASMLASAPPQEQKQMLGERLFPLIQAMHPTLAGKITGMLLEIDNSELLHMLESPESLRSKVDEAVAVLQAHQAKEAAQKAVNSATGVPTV
# MT1-MMP act inh = inhibitors of human MT1-MMP activation; GFP/RFP ratio change, % at 20 µM; hit rate 0.061% among 360,000; AID 651647; P50281; HT1080 RFP-PRO-GFP cells, GFP/RFP ratio fluorescence, overnight; percent of plate control window, DMSO zero;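 active = GFP/RFP ratio change of at least 30% with cell ATP level not reduced by more than half and red fluorescence within 50% of control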; also: strong numbers were not always called active
#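 Assay system: HT1080 RFP-PRO-GFP cells | Dosing: 20 µM single dose, 1% DMSO | Incubation: Cells overnight before dosing, compound overnight, 37 °C, 5% CO2 | Evaluation: GFP/RFP fluorescence ratio | Control set: DMSO-only wells and HT1080 RFP-L50D-GFP cell wells as references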
# TbMetRS inhib = Trypanosoma brucei MetRS inhibition; purified T. brucei MetRS, ATP depletion, Kinase-Glo luminescence; inhibition, % at 11.9 µM; AID 624268; hit rate 0.4% among 360,000;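 active = inhibition above a per-plate cutoff of the control wells' mean inhibition plus 3 SD, cut at about 5.5% in these data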;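 also: 0% = DMSO wells median and 100% = median of wells with control inhibitor compound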
#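 Test system – parasite MetRS enzyme · Reagent – substrates ATP, L-methionine and bulk Escherichia coli tRNA · Doses – 11.9 µM compound single dose, 0.9% DMSO · Times – 15 min enzyme-compound preincubation, 2 h reaction, 10 min detection, 25 °C · Signal – Kinase-Glo luminescence, ATP depletion format · Controls – DMSO-only wells as low control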
# SKN-1 inh = inhibitors of C. elegans SKN-1; C. elegans VP596 Pgst-4::GFP/RFP ratio, acrylamide-induced, 24 h; inhibition, % at 21.8 µM; hit rate 0.49% among 360,000; AID 624304;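 active = interference check ratio from 0.5 to 1.5 plus GFP to RFP signal ratio inhibition reaching or exceeding a fixed threshold, cut at about 30% in these data, passing the limit was not always enough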; also: some compounds called inactive have numbers as strong as hits
# eLon inh = E. coli protease La inhibition; P0A9M0; purified E. coli Lon protease, fluorescence polarization; inhibition, % at 7.94 µM; hit rate 0.42% among 360,000; in the data active = inhibition above about 13%, passing the limit was not always enough;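 also: 0% = enzyme with probe and DMSO and 100% = no enzyme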
# CendR NRP1 mod = NRP-1/CendR interaction modulation; O14786; FAM-RPARPAR peptide binding to NRP-1, fluorescence polarization; inhibition, % at 25 µM; hit rate 0.85% among 360,000; AID 602438;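 active = inhibition or corrected inhibition above about 18%, plus a signal ratio from 0.5 to 1.5, limit read from the data, passing the limit was not always enough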; also: strong numbers were not always called active
# bovine MsrA act = activators of bovine methionine sulfoxide reductase A; hit rate 0.3% among 360,000; AID 602163; activation, % at 10.6 µM; purified bovine MsrA, absorbance read-out; in the data active = activation above about 7.5%;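 also: 0% = vehicle and 100% = reference activator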
# MsrA inhibitor = inhibits bovine methionine sulfoxide reductase A. hit rate 0.75% among 360,000. inhibition, % at 15.5 µM. purified bovine MsrA, absorbance read-out; in the data active = inhibition above about 4.5%;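 also: 0% = vehicle wells with enzyme and 100% = reference inhibitor wells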
# The depositor's hits bear a star; · = no result given.
# A first look, two compounds:
SMILES,FAS TE block,MLLE-PAM2 inh,MT1-MMP act inh,TbMetRS inhib,SKN-1 inh,eLon inh,CendR NRP1 mod,bovine MsrA act,MsrA inhibitor
O=C(C1COc2ccccc2O1)N1CCN(Cc2ccccc2)CC1 (centres undefined),-2,5,5,-0.8,7,-12,7,0,-0.9
CCCn1c(CC)nc([N+](=O)[O-])c1Sc1ccc(F)cc1,3,24,3,-0.5,11,-8,-3,3,1.8

# The list itself, from the first entry:
SMILES,FAS TE block,MLLE-PAM2 inh,MT1-MMP act inh,TbMetRS inhib,SKN-1 inh,eLon inh,CendR NRP1 mod,bovine MsrA act,MsrA inhibitor
O=C(C1COc2ccccc2O1)N1CCN(Cc2ccccc2)CC1 (centres undefined),-2,5,5,-0.8,7,-12,7,0,-0.9
CCCn1c(CC)nc([N+](=O)[O-])c1Sc1ccc(F)cc1,3,24,3,-0.5,11,-8,-3,3,1.8
Cc1cc(C)n2c(SCc3cccs3)nnc2n1,0,-5,-1,-0.4,-10,-8,-1,5,1.4
Cc1cccc(N2C(=O)Cc3ccccc3C2=O)c1,5,15,-3,-0.2,-6,-1,-11,-3,0.2
COc1ccc(Cl)cc1C(=O)Nc1cccc2ncccc12,0,3,0,-1.1,7,-4,-4,-9,0.8
Cc1nc2c3ccccc3nc(NNC(=O)CCC(=O)NCCN3CCN(c4ccccc4F)CC3)n2n1,-3,-3,1,-0.3,11,-1,12,1,·
COc1ccc(NCc2n[nH]c(=O)c3ccccc23)cc1,-6,4,8,0.0,12,2,-12,-1,1.0
CCCCC(=O)N1CC(=O)Nc2ccc(F)cc2C1c1ccccc1 (centres undefined),-4,0,-9,-1.1,13,-12,-17,-2,0.1
CCN(CC)C(=O)c1nc[nH]c1C(=O)N(C)Cc1ccccc1,-17,-6,0,0.2,28,-10,29*,4,1.8
CCc1cccc(NC(=O)CCCSc2nc3ccccc3[nH]2)c1,6,-19,2,26*,8,-1,-5,-4,0.1
CCOc1ccc(NC(=O)CCN2CCN(S(=O)(=O)c3cc(Cl)ccc3OC)CC2)cc1,2,18,4,-0.8,-2,3,-8,-2,-1.8
CCN(CC(=O)NCc1cccs1)C(=O)CCC(=O)c1ccc(C)cc1,-6,-9,-1,-0.5,-2,-7,-7,-4,0.1
Cc1ccc(C(=O)CCC(=O)OCC(=O)Nc2nnc(-c3ccccc3)o2)cc1,-7,-13,6,-0.3,-6,1,5,0,-0.7
CN(C)c1ccc(/C=N/NC(=O)c2ccc(Cl)cc2)cc1,-9,-3,0,-1.2,8,-6,4,-8,3.1
Cc1onc(-c2c(F)cccc2Cl)c1C(=O)NC1CCSC1=O (centres undefined),-7,-1,5,-0.6,-3,-10,6,-5,-0.7
NC(Cc1ccccc1)c1csc(Nc2ccc(C(=O)NCCO)cc2)n1 (centres undefined),-2,2,1,-0.1,0,-5,-8,-2,-0.1
COc1cc(OC)cc(C(=O)N[C@H](C(=O)NCc2cccs2)C(C)C)c1,6,-4,-6,-0.6,3,-4,-13,-6,-0.5
O=C(NCCc1ccccc1)c1ccc(S(=O)(=O)N2CCCC2)cc1,-4,-64,6,-0.2,0,-6,-1,-2,0.4
COc1ccc(OC)c(S(=O)(=O)N(C)CC(=O)Nc2ccccc2OC)c1,-4,6,2,0.5,-17,-1,-8,-1,0.5
O=C(c1cc(COc2cccc(C(F)(F)F)c2)on1)N1CCC(c2ccccc2)CC1,31,10,2,-0.6,8,5,8,-2,0.9
O=C(CCC(=O)N1CCOCC1)Nc1ccc(Cl)c(Cl)c1,-3,1,-3,-0.2,15,11,19,-1,1.9
Cc1nc2c(nnn2Cc2ccccc2Cl)c(=O)[nH]1,-4,-3,-4,1.6,27,-8,9,1,-0.7
CCCCCCCNC(=O)C1(CC2CC(c3ccccc3)=NO2)CCN(C(=O)c2ccccc2)CC1 (centres undefined),19,0,-2,-0.3,12,-5,8,0,0.8
Cc1ccc(S(=O)(=O)N(CCCc2c(C)nc(N)[nH]c2=O)Cc2ccc([N+](=O)[O-])cc2)cc1,16,-16,-4,0.0,24,3,-2,-1,0.0
CCCCNS(=O)(=O)CCNCc1ccc(OC)cc1,-11,-10,2,-0.5,3,-5,-18,2,-0.1
COc1ccc(NC(=O)Cn2c(=O)n(CC(=O)NCc3ccco3)c(=O)c3ccccc32)cc1,-7,-10,2,-1.1,4,-10,-2,-7,1.0
CCCc1nc2scc(-c3ccccc3)c2c(=O)n1N,-2,-1,-1,0.2,8,-9,4,-1,-0.8
CCOc1ccc2cc(S(=O)(=O)N3CCN(C)CC3)ccc2c1,-10,6,6,-1.3,-4,-1,-1,-13,0.7
CCCCc1ccc(NC(=O)CN(C)CC(=O)Nc2ccccc2Cl)cc1,19,2,-5,-0.5,6,2,8,-1,0.1
CCOC(=O)c1ccc(NC(=O)CN2C(=O)CSC(C)C2=O)cc1 (centres undefined),-3,12,6,-0.2,-2,-10,9,-3,0.1
COc1ccc(Cl)cc1NC(=S)NCc1ccc(S(N)(=O)=O)cc1,-3,5,1,0.6,4,3,-6,-2,0.5
Cc1ccsc1C(=O)NCc1ccccc1Cl,1,2,0,-0.5,-4,5,2,-4,-0.2
CCOC(=O)c1oc2ccccc2c1NC(=O)C(C)(C)C,-1,0,6,-1.1,-14,-3,12,-10,-0.4
O=C(Nc1nnc(-c2ccc(Br)cc2)o1)C1=COCCO1,-5,-2,3,0.1,-15,12,-8,-4,-0.2
CCCC(=O)Nc1nnc(CC(=O)OCC)s1,-9,4,-4,-1.5,12,3,8,-10,0.0
O=C(CN1C(=O)CSC1=O)NCc1ccccc1,-7,5,0,-0.1,13,-2,27*,0,0.3
O=C(c1cc(-c2ccc(Cl)cc2)on1)N1CCN(c2ccc(F)cc2)CC1,0,-13,0,-0.1,-18,-3,-2,-5,-0.3
CCSc1ncc(Cl)c(C(=O)Nc2ccccc2C)n1,2,-6,-1,-0.3,-3,-6,-6,-3,0.5
CC(Sc1nncs1)C(=O)Nc1ccc(Cl)cn1 (centres undefined),-10,11,0,-0.2,12,-1,8,-1,-0.8
CC1=CC(C)(C)N(C(=O)CNC2CCCCC2)c2cc(C)ccc21,-2,0,-4,-0.6,6,6,-1,-2,0.3
C=C(C)C1CC=C(C)/C(=N/NC(=O)CCCNc2cccc(C)c2)C1 (centres undefined),12,4,2,3.3,10,-2,1,-2,1.6
CN(C)S(=O)(=O)Oc1cccc(C(=O)Nc2ccc([N+](=O)[O-])cc2)c1,17,-5,1,0.0,-3,-5,10,-2,2.3
S=C(Nc1ccc2c(c1)OCO2)N1CCCC1,-2,-81,-2,0.0,-3,-2,-4,-4,1.7
CC/C(O)=C1\C(=O)CCCC1=NCCc1nc2ccccc2[nH]1,-3,-4,1,1.1,-5,4,0,0,·
CC(C(=O)NCCC1=CCCCC1)N1C(=O)c2ccccc2C1=O (centres undefined),-3,8,7,-0.3,12,-4,0,-1,-0.5
C[C@@H]1C=C(C(=O)N2CCOCC2)O[C@H](OCc2ccc(CO)cc2)C1,-4,7,-1,-0.1,10,-7,5,-2,0.0
CN1CCc2c1nc1ccccc1c2N=C1CCCN1Cc1ccccc1,-5,-4,3,-1.3,-14,2,-4,-13,1.7
CCOc1ccc(NC(=O)c2cc(Cl)nc3ccccc23)cc1,2,5,-1,-0.5,-9,-6,-1,-3,0.1
Cc1ccc(C(=O)COC(=O)CN2C(=O)C3C4C=CC(C4)C3C2=O)cc1[N+](=O)[O-] (centres undefined),-1,9,5,0.0,-4,6,7,-2,·
O=C(CC1Sc2ccccc2NC1=O)NNc1ccc(F)cc1 (centres undefined),-2,20,4,-0.3,13,11,1,-2,0.2
CC(C)CCN1CCN(Cc2nc3c(s2)CCCC3)CC1CCO (centres undefined),-2,-3,3,0.7,0,-1,-6,-2,-0.7
COc1cccc(CC(=O)Nc2ccc(S(=O)(=O)Nc3nccs3)cc2)c1,-5,0,-1,-0.1,5,4,-16,-2,0.1
O=C(CCn1c(=O)oc2ccccc21)Nc1ccc(C(=O)O)cc1,-7,-15,-8,-0.4,3,-2,-15,-1,1.1
CC1CN(S(=O)(=O)c2ccc(C(=O)Nc3sccc3C(N)=O)cc2)CC(C)O1 (centres undefined),-7,0,-1,0.6,5,-2,-15,0,0.8
CC(c1ccco1)N(C(=O)c1ccc(F)cc1)c1ccccn1 (centres undefined),1,3,3,-0.1,-4,-12,6,-4,-0.2
Cc1ccc(NS(=O)(=O)c2ccccc2F)cc1S(=O)(=O)N1CCCCC1,0,1,-1,0.1,-10,4,6,-3,-1.0
CCNCc1ccccc1OCc1ccccc1,0,-8,0,-0.2,-2,1,2,-2,-0.9
CCCN(CC(=O)Nc1ccccc1OC)C(=O)c1cccc(S(=O)(=O)NCc2ccccc2)c1,-2,1,3,0.1,-22,2,0,-2,-0.3
O=C(CC[C@H]1O[C@@H](n2ccc(=O)[nH]c2=O)[C@H](O)[C@@H]1O)NCC(c1ccccc1)c1ccccc1,-8,-4,-29,-0.2,19,9,0,-2,0.3
O=C(Nc1ccccc1C(F)(F)F)c1cccnc1,-2,-7,-4,-0.5,-6,20,6,-1,-1.4

# New compounds follow
SMILES,FAS TE block,MLLE-PAM2 inh,MT1-MMP act inh,TbMetRS inhib,SKN-1 inh,eLon inh,CendR NRP1 mod,bovine MsrA act,MsrA inhibitor
CCSc1nnc(NC(=O)c2cccc(S(=O)(=O)N(C)c3ccc(C)cc3)c2)s1,4,-3,2,-0.3,-4,-7,-2,-1,0.7
CCCC(=O)Nc1ccc(-c2nc3cc(C)c(C)cc3o2)cc1,-6,-11,12,-1.6,10,-12,-3,-14,-0.2
Cc1cccc(OCC(=O)Nc2nc(-c3ccncc3)cs2)c1,-6,14,6,-0.3,7,-8,9,0,0.2
CCC1(c2ccc(F)cc2)NC(=O)N(CC(=O)NC2CC2)C1=O (centres undefined),-9,1,-5,-0.2,6,2,-3,0,0.1
Cc1ccc(-n2nc3c(c2NC(=O)c2ccco2)CS(=O)C3)cc1 (centres undefined),-1,1,-2,0.0,24,6,14,-1,-1.1
Clc1ccc(-n2nnc(-c3cccnc3Cl)n2)cn1,-5,-17,0,-0.5,25,11,2,-8,-0.3
CS(=O)(=O)N1CCc2cc(C(=O)Nc3ccc(Br)cc3)ccc21,6,-1,8,0.4,-11,1,2,1,0.2
C=CCc1cc(C)ccc1OCCOCCn1ccnc1,-9,2,3,-0.5,2,-5,-3,-5,0.2
Cc1ccc2nc(NC(=O)C3CCCN(S(=O)(=O)c4cccc5nsnc45)C3)sc2c1 (centres undefined),15,-11,-18,-0.1,-7,-8,-12,-4,3.0
COc1ccc(NC(=O)CCNS(=O)(=O)c2ccc(Br)s2)cc1,-3,4,5,2.0,8,0,0,1,0.6

# One compound at a time (already shown). Values in the order: FAS TE block	MLLE-PAM2 inh	MT1-MMP act inh	TbMetRS inhib	SKN-1 inh	eLon inh	CendR NRP1 mod	bovine MsrA act	MsrA inhibitor
# Cc1ccc2nc(NC(=O)C3CCCN(S(=O)(=O)c4cccc5nsnc45)C3)sc2c1 (centres undefined) in the list: 15	-11	-18	-0.1	-7	-8	-12	-4	3.0
# COc1ccc(NC(=O)CCNS(=O)(=O)c2ccc(Br)s2)cc1 in the list: -3	4	5	2.0	8	0	0	1	0.6
# CCC1(c2ccc(F)cc2)NC(=O)N(CC(=O)NC2CC2)C1=O (centres undefined) in the list: -9	1	-5	-0.2	6	2	-3	0	0.1
